# High-throughput results deposited in PubChem BioAssay by Broad Institute.
# EWS-Fli block = inhibitors of EWS/Fli oncoprotein transcriptional activity | 350,000 compounds, 0.67% hits | AID 651661 | A673 NR0B1-luciferase reporter, viability-normalised | inhibition, % at 12.6 µM;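 active = mean inhibition of at least 50% after viability correction, with every replicate also passing that limit; inconclusive = mean reaches 50% but only one of two replicates passes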;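 also: firefly luciferase signal divided by Alamar Blue viability fluorescence both relative to DMSO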
# PGC1a acetyl inh = PGC1a acetylation modulation, inhibitor mode. U2OS PGC1a acetylation, AlphaScreen anti-acetyl-lysine; with virally co-expressed GCN5 acetyltransferase. inhibition, % at 15.6 µM. 350,000 compounds, 0.17% hits. AID 651687;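 active = every replicate shows inhibition of at least 40%; inconclusive = mean inhibition at least 40% but some replicate below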;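 also: 0% = neutral control wells and 100% = positive control wells; some results beyond the cut were filed as inactive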
# miR122 inh = miR-122 inhibition in Huh7 cells; activation (reporter increase), % at 12.5 µM; AID 602342; Huh7 miR-122 Renilla luciferase sensor, 48 h; neutral wells = 0, positive control = 100; 340,000 compounds, 0.3% hits;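 active = mean replicate activation score at least 90 and every replicate individually at or above 90; inconclusive = only one of the two criteria met; inactive = neither criterion met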;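 also: higher luciferase means less miR-122 activity so hits act as miR-122 inhibitors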
# FN deposition inh = fibronectin deposition inhibition; inhibition, % at 12.6 µM; 350,000 compounds, 0.086% hits; AH1F fibroblasts, Alexa488-fibronectin deposition fluorescence, overnight; AID 743247;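 active = mean inhibition across replicates of 30% or more, regardless of how many single replicates reach that level; inconclusive = mean under 30% yet at least half of replicates reach 30%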;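 also: positive control wells lacked labelled fibronectin entirely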
#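 Test system: AH1F fibroblast monolayer depositing Alexa488-labelled fibronectin into matrix. Input: 10000 cells per well. Technique: fluorescence, ex 485 nm, em 525 nm. Buffer or medium: DMEM plus 2% serum, read in PBS. Timing: 1 h cell adhesion before compound, then overnight fibronectin incubation. Compound: single dose, pinned. Read-out basis: inhibition from reduced deposited-fibronectin fluorescence.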
# CASP6 VEID inh = inhibitors of human caspase-6 | P55212 | purified caspase-6, Z-VEID-R110 cleavage fluorescence | inhibition, % at 12.5 µM | 350,000 compounds, 0.53% hits;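 active = mean inhibition across replicates at least about 35%, with every replicate also reaching that limit, limit read from the data; inconclusive = only one of the two criteria met; inactive = neither criterion met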;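 also: 0% = median of neutral control wells and 100% = no fluorescence left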
# Target sequence (P55212 24-179 limits assumed): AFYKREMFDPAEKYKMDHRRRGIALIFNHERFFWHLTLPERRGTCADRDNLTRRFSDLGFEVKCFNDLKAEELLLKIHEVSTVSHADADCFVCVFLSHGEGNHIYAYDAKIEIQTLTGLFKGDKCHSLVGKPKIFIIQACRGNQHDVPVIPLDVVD
# Target sequence (P55212 194-293 limits assumed): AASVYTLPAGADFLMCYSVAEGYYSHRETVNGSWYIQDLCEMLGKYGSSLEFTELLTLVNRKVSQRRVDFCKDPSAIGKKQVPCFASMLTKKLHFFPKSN
# PAX8 inh HTS = PAX8 transcriptional activity inhibition; 360,000 compounds, 1.2% hits; inhibition, % at 12.6 µM; AID 652154; RMG-I TPO-luciferase reporter, SteadyGlo, 24 h;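 active = mean replicate inhibition at least 60% with every replicate also reaching 60%; inconclusive = only one of the two criteria is met; inactive = mean below 60% and not all replicates reaching 60%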;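 also: luciferase light reporting Pax8 driven TPO promoter activity; plate controls were median of neutral control wells for no effect and mitoxantrone controls for full effect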
# LGR2 antag = Drosophila LGR2 receptor signaling inhibition | inhibition, % at 9.99 µM | 380,000 compounds, 0.35% hits | HEK293 LGR2, CRE-luciferase, bursicon-stimulated, 4 h | AID 720647;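 active = drop in luminescence signal, shown as inhibition above about 50% in the replicate tests, limit read from the data, passing the limit was not always enough; inconclusive = probably only some replicates passing the limit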;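 also: agonist challenge used bursicon conditioned medium at about half maximal strength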
# Cneo AK release = causes C. neoformans cell lysis | AID 651654 | lysis activity, % at 15 µM | 360,000 compounds, 0.2% hits | adenylate kinase release luminescence, 4 h; normalised: neutral wells 0, clomiphene wells 100;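 active = mean lysis activity across replicates of at least 80%, whatever share of replicates individually reach that level; inactive = mean lysis activity below 80%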
#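 Schedule: static 4 h at 37 °C with compound, 1 h detection; system: C. neoformans cells; benchmarks: Clomiphene as positive control; buffer or medium: fresh YPD medium; measure: luminescence rise reflecting yeast cell lysis; measured by: luminescent adenylate kinase detection reagent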
# * hit, by the source's call; ? = inconclusive; . = no result given; & = joins results of further samples; [ ] = dose if it differs, or a comment.
compound	EWS-Fli block	PGC1a acetyl inh	miR122 inh	FN deposition inh	CASP6 VEID inh	PAX8 inh HTS	LGR2 antag	Cneo AK release
CC(C)(C)S(=O)c1cccs1 (configuration not stated)	3	6	-1	.	1	.	12	-1
CN(C)c1nc(N)nc(CSc2nnnn2-c2cccc3ccccc23)n1	.	-7	-22	2	.	14	.	5
CC(=O)c1nnn(-c2c(F)cccc2F)c1C	-12	2	0	-1	-6	4	.	-1
O=C(O)C[C@@H]1C[C@H]2c3cc(NS(=O)(=O)c4ccc(F)cc4)ccc3O[C@H]2[C@H](CO)O1	-6	0	6[16.7 µM]	.	0	-16	-7	32
CNc1nc(Nc2ccc([N+](=O)[O-])cc2)nc(OCC(F)(F)F)n1	-1	0	-2	-11	1	-31	-4	-7
COc1ccc(NC(=O)N(C)C[C@@H]2OCCCC[C@H](C)Oc3ccc(NC(=O)Nc4c(C)noc4C)cc3C(=O)N([C@@H](C)CO)C[C@H]2C)cc1	-2	5	-1[16.7 µM]	.	-1	-9	5	-1
COC(=O)c1ccc(S(=O)(=O)N(Cc2ccccc2)Cc2ccccc2)n1C	3	.	.	-3	-2	7	7	.
O=C(CNC(=O)c1cccs1)NCC(=O)OCC(=O)c1ccccc1	-4	.	.	3	-2	-8	-3	0
Cc1ccc(S(=O)(=O)Nc2ccc3c(c2)C(=O)N([C@H](C)CO)C[C@@H](C)[C@H](CN(C)S(=O)(=O)c2cccs2)OCCCC[C@@H](C)O3)cc1	24	-14	-17[16.7 µM]	7	-1	34	?	2
C=CCNC(=S)N1CCC(C(N)=O)CC1	6	3	-2	5	2	3	-7	5
Cc1ccc(C(=O)NC(C)(COc2nonc2C)COc2nonc2C)cc1	.	-11	0	.	3	.	0	1
Cc1ccc(C(O)CN2C3=NCCCN3c3ccccc32)cc1 (configuration not stated)	4	-2	-6	.	-2	.	9	-4
CC(C)NC(=O)N(C)C[C@@H]1Oc2cc(-c3ccccc3F)ccc2S(=O)(=O)N([C@H](C)CO)C[C@@H]1C	6	-9	0[16.7 µM]	2	6	.	-14	-6
O=C(c1cccnc1)N1CC(=O)N2[C@@H](CO)[C@H](c3ccc(/C=C/c4ccccc4)cc3)[C@@H]2C1	0	-5	.	.	0	-23	-6	.
COCC(=O)Nc1ccc2c(c1)C(=O)N(C)[C@H]1CC[C@H](CC(=O)NCc3ccccc3Cl)O[C@@H]1CO2	-2	-2	42[16.7 µM]	-8	.	10	5	-5
Cc1ccc(-c2cnc3c(Nc4cccc(OC(F)(F)C(F)F)c4)nccn23)cc1	-24	.	0	-1	-4	-8	0	2
COC(=O)c1c(C)[nH]c(/C=N/Nc2ccccc2)c1C	54*	-6	.	15	4	-33	.	-1
CCOC(=O)C1=CCN(S(=O)(=O)c2ccc(C)cc2)C1c1cccc(Cl)c1 (configuration not stated)	10	-25	-4	2	2	24	5	-2
CCOC(=O)c1c(C)[nH]c(C(=O)Cn2nnc(-c3ccc(Cl)cc3)n2)c1C	.	-4	0	-3	.	.	-21	-1
C[C@H](CO)N1C[C@H](C)[C@@H](CN(C)C(=O)Nc2ccccc2)Oc2ccc(NC(=O)Nc3ccc(F)cc3)cc2CC1=O	0	-6	13[16.7 µM]	-10	2	-2	7	-2

# 4 consecutive entries already listed:
compound	EWS-Fli block	PGC1a acetyl inh	miR122 inh	FN deposition inh	CASP6 VEID inh	PAX8 inh HTS	LGR2 antag	Cneo AK release
COC(=O)c1c(C)[nH]c(/C=N/Nc2ccccc2)c1C	54*	-6	.	15	4	-33	.	-1
CCOC(=O)C1=CCN(S(=O)(=O)c2ccc(C)cc2)C1c1cccc(Cl)c1 (configuration not stated)	10	-25	-4	2	2	24	5	-2
CCOC(=O)c1c(C)[nH]c(C(=O)Cn2nnc(-c3ccc(Cl)cc3)n2)c1C	.	-4	0	-3	.	.	-21	-1
C[C@H](CO)N1C[C@H](C)[C@@H](CN(C)C(=O)Nc2ccccc2)Oc2ccc(NC(=O)Nc3ccc(F)cc3)cc2CC1=O	0	-6	13[16.7 µM]	-10	2	-2	7	-2

# Additional results.
compound	EWS-Fli block	PGC1a acetyl inh	miR122 inh	FN deposition inh	CASP6 VEID inh	PAX8 inh HTS	LGR2 antag	Cneo AK release
COc1cc(NC2c3ncccc3C(=O)N2Cc2ccco2)cc(OC)c1OC (configuration not stated)	-2	.	.	.	1	10	-2	.
COc1ccc(N2C(=O)CCC(C(=O)N(C)CCc3ccccn3)C2c2ccc(OC)c(OC)c2)cc1 (configuration not stated)	-2	-5	4	.	0	7	7	2
COC(=O)c1ccc(C(=O)OC)c(NC(=O)CCc2ccc(C)o2)c1	.	-2	-3	3	.	-20	.	-3
CCCC(=O)Nc1ccc2c(c1)C(=O)N(C)[C@@H]1CC[C@H](CC(=O)N3CCc4ccccc4C3)O[C@H]1CO2	4	-9	-33[16.7 µM]	-4	.	31	8	59
CCOC(=O)Cc1cnc(NC(=O)CSc2nc(C(C)C)cc(=O)[nH]2)s1	10	-6	-11	-5	1	1	-1	-1
COc1cc(NC(=O)CCN2CCOCC2)cc(OC)c1	8	.	.	-1	-1	1	1	-1
COC(=O)[C@@]12C[C@@H](CC(=O)N3CCN(C(=O)C4CC4)CC3)C(=O)N(Cc3ccc4c(c3)OCO4)C1=CCC(C)(C)C2	-8	.	.	13	2	-11	1	.
Oc1ccc(CNc2ccccc2F)c2cccnc12	-2	-5&9	-7&-23	13&1	2	87*	36	3&0
C[C@H](CO)N1C[C@H](C)[C@H](CN(C)Cc2ccccc2)Oc2ccc(NC(=O)Nc3ccc(F)cc3)cc2CC1=O	-12	-7	-7[16.7 µM]	.	-1	6	-16	-4
COc1ccc(S(=O)(=O)N(C)C[C@H]2Oc3c(NC(=O)Nc4ccc(F)cc4)cccc3C(=O)N([C@H](C)CO)C[C@H]2C)cc1	5	3	-4[16.7 µM]	.	-1	.	7	.

# A different layout for four compounds above:
# Results follow in this order: EWS-Fli block | PGC1a acetyl inh | miR122 inh | FN deposition inh | CASP6 VEID inh | PAX8 inh HTS | LGR2 antag | Cneo AK release
COc1cc(NC(=O)CCN2CCOCC2)cc(OC)c1
 : 8 | . | . | -1 | -1 | 1 | 1 | -1
COc1ccc(N2C(=O)CCC(C(=O)N(C)CCc3ccccn3)C2c2ccc(OC)c(OC)c2)cc1 (configuration not stated)
 : -2 | -5 | 4 | . | 0 | 7 | 7 | 2
COc1cc(NC2c3ncccc3C(=O)N2Cc2ccco2)cc(OC)c1OC (configuration not stated)
 : -2 | . | . | . | 1 | 10 | -2 | .
CCOC(=O)Cc1cnc(NC(=O)CSc2nc(C(C)C)cc(=O)[nH]2)s1
 : 10 | -6 | -11 | -5 | 1 | 1 | -1 | -1

# (more compounds)
compound	EWS-Fli block	PGC1a acetyl inh	miR122 inh	FN deposition inh	CASP6 VEID inh	PAX8 inh HTS	LGR2 antag	Cneo AK release
COc1cccc(NC(=S)N2CCCC2)c1	.	3	-10	3	.	-20	5	-7
CCC(=O)Nc1ccc2c(c1)C(=O)N(C)C[C@H](OC)[C@H](C)CN(C(=O)CC)[C@@H](C)CO2	-3	11	.	-3	-2	.	4	2
Cc1noc(C)c1S(=O)(=O)Nc1ccc2c(c1)C(=O)N([C@H](C)CO)C[C@H](C)[C@@H](CN(C)C(=O)NC(C)C)OCCCC[C@@H](C)O2	-10	-4	19[16.7 µM]	-6	3	-8	0	-6
CC1CCC/C(=C\Nc2ccc3c(c2)OCO3)C1=O (configuration not stated)	.	1	-1	.	11	.	-9	0
C[C@H]1CN([C@@H](C)CO)C(=O)c2cc(-c3cccc(C(=O)N(C)C)c3)cnc2O[C@H]1CN(C)S(=O)(=O)c1ccccc1	5	4	.	-2	.	1	-3	.
CCCCn1c(N)c(N(CCOC)C(=O)c2cc(-c3ccc(F)cc3)nc3ccccc23)c(=O)[nH]c1=O	2	.	.	5	4	11	4	1
Cc1ccsc1C(=O)NNC(=O)C1CCCCC1C(=O)O (configuration not stated)	.	-8	-5	2	.	.	.	2
CCc1cccc2c(C(=S)N3CCCC3)c[nH]c12	-1	-5	12	0	0	12	-4	1
O=C(NCC[C@@H]1CC[C@@H](NC(=O)C2CCC2)[C@H](CO)O1)c1cc(Cl)cc(Cl)c1	3	-2	.	-5	0	3	-3	1
CN(Cc1ccccc1)C(=O)c1cccc(NC(=O)C2CCCN(C(=O)OC(C)(C)C)C2)c1 (configuration not stated)	19	.	-2	24	4	26	11	1
Cc1c(O)c2ccccc2n(-c2ccccc2)c1=O	2	.	8	-4	2	5	21	3
COc1ccccc1-c1nc(N)n[nH]1	-7	-6	.	-3	1	12	-52	.
CCC(C)N(C(=O)c1csnn1)C(C(=O)NC1CCCC1)c1ccccc1F (configuration not stated)	2	8	-2	1	2	-16	7	-1
Cc1nc(C(C)NC(=O)c2ccc(OC3CCN(Cc4ccccn4)CC3)cc2)c(C)s1 (configuration not stated)	.	-6	-1	-4	0	3	23	4
C[C@H](CO)N1C[C@H](C)[C@H](CN(C)C(=O)Nc2ccc(F)cc2)Oc2ncc(-c3ccc(C#N)cc3)cc2C1=O	-6	-17	3[16.7 µM]	-5	0	.	-16	-1
O=C(N[C@H]1CC[C@H](CC(=O)N2CCCCC2)O[C@H]1CO)c1ccccn1	-3	16	.	18	2	-1	-2	-3
Cc1nn(CC(=O)NC2CCCCC2)c(C)c1[N+](=O)[O-]	4	-10	-2	-4	-3	0	.	-1
CCCN1C[C@@H](C)[C@@H](OC)CN(C)C(=O)c2cc(NS(=O)(=O)c3ccccc3)ccc2OC[C@@H]1C	3	9	.	0	.	3	2	1
C#Cc1cccc(Nc2nc(NCc3ccccc3)nc3ccsc23)c1	-39	-13	-3	.	0	-42	-43	-4
O=C(NC1CC1)c1ccc2snnc2c1	17	4	0	.	3	9	15	.
COc1cc(/C=N/Nc2nc(C)cc(=O)[nH]2)ccc1O	0	.	2	5	-2	-1	-1	-4
O=C(CSc1ccccc1)NNC(=O)c1ccccc1O	-30	.	-5	4	-3	-8	-2	2
CCCNC(=S)NC1CC2CCCC(C1)N2CC(C)C (configuration not stated)	-6	7	-3	.	-14	.	-2	-2
CCCN1C[C@@H](C)[C@@H](OC)CN(C)C(=O)c2cc(NC(=O)NC3CCCCC3)ccc2OC[C@@H]1C	6	.	3[16.7 µM]	-6	0	-7	9	-1
O=C(Oc1cccc(OC(=O)c2ccco2)c1)c1ccco1	7	2	-3	-5	0	0	5	0
O=C1C(O)CCN1C1CCCCC1 (configuration not stated)	-5	-4	6	-11	0	1	-2	2
CC(Oc1ccccc1)C(=O)NC1=NCCS1 (configuration not stated)	-35	-4	.	5	0	-25	-18	.
O=C(NC1CCCCCCC1)c1c(Cl)cccc1Cl	-11	-3	.	0	-1	13	10	.
COc1ccc2c3c(n(C)c2c1)[C@@H](CO)N(C(=O)CC1CC1)CC31CN(Cc2ccccc2)C1	-4	-5	.	.	2	-14	0	.
O=C(N/N=C/c1ccc(OC(F)F)cc1)C1=COCCO1	-48	6	.	4	-1	-91	23	-4

# Outcome played no part in choosing rows. Share with any hit: about 2.5%.
